# Bioassay records (PubChem BioAssay)
# TNAP act hi DEA = increases human TNAP activity under high phosphate acceptor concentration | P05186 | purified TNAP, CDP-star luminescence, 1 M DEA, 30 min; stronger effect = higher value; 0 = EDTA background, 1 = DMSO-only activity | activation factor at 20 µM | 200,000 tested, under 10 active;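 active means activation factor at least 2 at 20 µM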
# Target sequence (P05186 whole entry, looked up): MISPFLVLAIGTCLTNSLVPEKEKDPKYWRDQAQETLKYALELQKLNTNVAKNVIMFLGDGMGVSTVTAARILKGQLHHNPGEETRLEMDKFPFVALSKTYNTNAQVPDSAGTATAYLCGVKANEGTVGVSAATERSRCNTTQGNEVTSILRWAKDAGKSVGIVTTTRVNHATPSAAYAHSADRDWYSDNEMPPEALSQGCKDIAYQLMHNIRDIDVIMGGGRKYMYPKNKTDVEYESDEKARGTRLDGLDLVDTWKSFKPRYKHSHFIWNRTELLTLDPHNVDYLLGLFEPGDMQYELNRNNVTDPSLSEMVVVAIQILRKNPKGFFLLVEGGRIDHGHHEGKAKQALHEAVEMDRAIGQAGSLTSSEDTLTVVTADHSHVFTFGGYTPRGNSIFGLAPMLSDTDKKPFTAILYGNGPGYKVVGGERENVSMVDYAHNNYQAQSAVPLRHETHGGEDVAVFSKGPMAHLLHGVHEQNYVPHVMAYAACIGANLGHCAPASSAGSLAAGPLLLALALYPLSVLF
#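 Dosing: 20 µM single point. System: human TNAP. Amount: TNAP 1/800 final. Incubation: 30 min, room temperature. Read-out: TNAP activation factor scaled between EDTA and DMSO control wells. Signal: luminescence from CDP-star hydrolysis. Medium: 1 M DEA, pH 9.8, Mg2+, Zn2+. Control set: EDTA negative control, DMSO positive control.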
# TNAP inh hiacc = blocks human TNAP under high phosphate acceptor concentration. P05186. purified TNAP, CDP-star luminescence, 1 M DEA. inhibition, % at 20 µM. 0.03% of 200,000 active. AID 1135;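 active means over 50% inhibition of tissue-nonspecific alkaline phosphatase at 20 µM in the single-dose screen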;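 further: plate controls were DMSO wells for no effect and EDTA-quenched wells as full inhibition for full effect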
# NF-kB neuron act = NF-kB expression increase, human neuronal cells. NF-kB reporter expression; stronger effect = higher value. fold change at 12.5 µM. 1.6% of 190,000 active. AID 1239; in the data active means fold change above about 3.3
# TNAP inh no acc = blocks human TNAP activity with no phosphate acceptor present; P05186; purified TNAP, CDP-star luminescence, 30 min; 0.26% of 200,000 active; inhibition, % at 20 µM; AID 1012;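 active means tissue-nonspecific alkaline phosphatase inhibition above about 50% at 20 µM in the single-dose screen, limit read from the data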;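 further: 0% = DMSO negative control and 100% = EDTA positive control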
# FLuc act counter = affects firefly luciferase, flagging false hits in luciferase stimulation screens; 200,000 tested, under 10 active; ATPlite luciferase biochemical, luminescence, 10 min; 0 = ATP-free wells, 1 = DMSO control; activation factor at 10 µM; P08659;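 active means luciferase activation factor, scaled between plate controls, of at least 2 with compound at 10 µM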
# Target sequence (P08659 whole entry, looked up): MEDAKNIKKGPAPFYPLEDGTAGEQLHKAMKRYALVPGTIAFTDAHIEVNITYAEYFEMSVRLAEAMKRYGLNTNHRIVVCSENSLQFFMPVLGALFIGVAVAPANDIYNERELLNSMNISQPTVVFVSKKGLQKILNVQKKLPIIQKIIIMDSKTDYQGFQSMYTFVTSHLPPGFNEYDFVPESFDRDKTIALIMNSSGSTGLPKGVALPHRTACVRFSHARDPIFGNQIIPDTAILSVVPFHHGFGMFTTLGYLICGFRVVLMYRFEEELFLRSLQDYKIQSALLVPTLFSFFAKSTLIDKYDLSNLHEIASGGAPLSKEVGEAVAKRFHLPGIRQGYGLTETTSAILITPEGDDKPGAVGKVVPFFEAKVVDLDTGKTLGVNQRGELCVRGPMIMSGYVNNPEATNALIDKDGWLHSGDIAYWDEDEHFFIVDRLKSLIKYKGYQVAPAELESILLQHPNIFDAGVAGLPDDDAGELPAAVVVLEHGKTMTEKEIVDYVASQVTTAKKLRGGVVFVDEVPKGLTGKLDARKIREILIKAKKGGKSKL
#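 System: cell-free luciferase reagent; medium: PBS as buffer for the ATP substrate; doses: test compounds dosed from 2 mM stocks in 100% DMSO; incubation: 10 min, room temperature; measured by: luminescence from luciferase reaction; read-out: luciferase activation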
# bIAP activator = intestinal alkaline phosphatase (bovine) activation; activation factor at 20 µM; AID 1016; purified bovine IAP, CDP-star luminescence, 30 min; stronger effect = higher value; fold of DMSO-control signal, blank-subtracted; 0.17% of 200,000 active;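 active means activation factor of 2 or more at 20 µM, a signal rise over negative controls twice the positive control's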
# FLuc inhib CS = Photinus pyralis luciferase inhibition counter-screen; P08659; ATPLite firefly luciferase biochemical luminescence, 10 min; inhibition, % at 10 µM; 1.5% of 200,000 active;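 active means inhibition above about 50% when tested at 10 µM, limit read from the data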
# PMI act satM6P = PMI (human) activation, high substrate; P34949; coupled PMI enzyme assay, resazurin fluorescence, 20 min; stronger effect = higher value; 1 = untreated enzyme, 0 = substrate-free blank; activation factor at 20 µM; 0.34% of 190,000 active; AID 1216;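 active means activation factor of 2 or more at 20 µM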
#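 Test system: human phosphomannose isomerase with PGI, G6PDH, diaphorase coupling enzymes / Doses: 20 µM compound, 1% DMSO / Times: enzyme reaction with compound 20 min at room temperature / Measured by: Diaphorase-driven resazurin-to-resorufin fluorescence, excitation 544, emission 590 nm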
# PMI act = increases human mannose-6-phosphate isomerase activity; P34949; purified human PMI, coupled resazurin fluorescence, 20 min; stronger effect = higher value; 1 = vehicle control, 0 substrate-free wells; activation factor at 20 µM; 0.005% of 190,000 active;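 active means activation factor of 2 or more at 20 µM, relative to plate controls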
# APP 5'UTR act = activates APP 5'UTR luciferase reporter | SH-SY5Y APP 5'UTR luciferase reporter, luminescence; zero percent = DMSO vehicle wells | activation, % at 2 µM | 1% of 190,000 active;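 active means activation above a set limit, based on mean plus 3 SD of controls, cut at about 140% in these data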; further: values of inactives mirror those of a sister screen read the other way
# The depositor's hits bear a star; . = no result given.
SMILES,TNAP act hi DEA,TNAP inh hiacc,NF-kB neuron act,TNAP inh no acc,FLuc act counter,bIAP activator,FLuc inhib CS,PMI act satM6P,PMI act,APP 5'UTR act
O=C1c2ccccc2C(=O)C12Cc1ccccc1N1CCN(c3ccccc3)CC12 (stereo not drawn),1,-4,0.82,-7,1,0.9,-4,1.7,1.5,-2
CCCc1ccc(C(=O)CCC(=O)O)cc1,1.1,-6,1.1,-8,0.9,1.1,11,1,1,34
COc1ccc2c(c1OC)C(=O)N1c3ccccc3N=C(c3ccc([N+](=O)[O-])cc3)CC21 (stereo not drawn),1,-1,0.79,8,1.1,1.4,-6,1.9,1.4,1
CCCCN1Cc2cc(C(=O)c3cc(F)ccc3O)cnc2NC1=O,1,-5,0.78,-10,1.1,1,-6,0.9,0.9,-2
CCOc1ccc(-n2c(N)c(-c3nc4ccccc4n3C)c3nc4ccccc4nc32)cc1,1,2,1.2,3,1.1,0.6,-6,1,0.9,4
O=C(Nc1ccc2nccnc2c1)c1ccco1,1,-2,1.5,-2,0.9,1,13,0.9,1,40
CCN1CCN(C(c2cccs2)C(C)NC(=O)CC(C)C)CC1 (stereo not drawn),1.1,-9,1.4,-11,1,1,-5,1,1,7
O=C(NCCCn1ccnc1)c1nn2c(C(F)(F)F)cc(-c3ccccc3)nc2c1Cl,1,-3,0.85,35,1,0.9,-4,1,1,9
COc1cc(OC)cc(C(=O)Nc2nnc(NC(=S)Nc3ccccc3)s2)c1,1,-2,1.2,-22,1.1,1,-7,1,0.8,15
CCCCn1c(=O)n(CC(=O)Nc2ccc(C)c(Cl)c2)c(=O)c2c1ncn2Cc1ccco1,1,-5,1.1,0,1,0.9,-4,1,0.9,-9
Cc1cc(=O)oc(C)c1C(=O)N[C@@H]1CCCCNC1=O,1.1,-6,1.2,-8,1.1,1,-9,1,1,2
COC(=O)Cc1c(O)ccn(CCc2c[nH]c3ccccc23)c1=O,1,-1,1.1,-2,1,1,-1,1.1,1.1,3
CC1CCN(S(=O)(=O)c2cccc(C(=O)Oc3ccc([N+](=O)[O-])cc3)c2)CC1,1,4,1,-1,1.1,0.9,-6,0.9,0.9,-18
COc1ccccc1C(=O)Nc1ccc(N2CCN(S(C)(=O)=O)CC2)cc1,1,2,1.2,-6,0.7,1,32,0.8,0.8,2
CCCC(=O)Nc1ccc(S(=O)(=O)Nc2cc(C)nc(C)n2)cc1,1,0,1,-7,1.1,0.8,-8,1,1.1,5
CCOc1ccc(NC(=O)c2cccc3c2C(=O)N(Cc2cccnc2)C3)cc1,1,5,0.78,0,0.8,1,19,0.9,0.9,26
O=C(CSc1nnc(-c2ccc(O)cc2)n1Cc1ccco1)c1cccs1,1,-4,1,-3,1,0.9,-4,1.1,0.9,8
Cc1ccc(C2C(C#N)=C(N)Oc3c2c(=O)n(C)c(=O)n3C)cc1 (stereo not drawn),1,-4,1.3,-3,1.1,1,-11,1.2,1.2,7
O=[N+]([O-])c1cccc(-c2nnc3ccc4ccccc4n23)c1,1,-2,1.1,-43,1,0.9,-1,1,0.9,-5
O=S(=O)(NC1CC1)c1ccc(S(=O)(=O)N2CCN3CCCC3C2)cc1 (stereo not drawn),1,0,1.1,14,1.1,1,-6,1,1.1,13
O=C(CSc1nc2ccccc2c(=O)n1CCCN1CCOCC1)N1CCN(c2ccccc2)CC1,1.1,-6,0.99,-15,1,1.2,-4,1.1,1,-1
O=C(O)c1ccccc1-c1ccccc1C(=O)Nc1ccccc1,1,-1,0.97,-8,1.1,1,-5,1,1,0
O=[N+]([O-])c1ccc(Nc2nc(N/N=C/c3cccc(F)c3)nc(N3CCCC3)n2)cc1,0.9,6,0.58,-7,1,0.9,0,1.1,1,-25
O=C(c1ccncc1)c1nccn1-c1ccccn1,1.1,-10,0.95,-15,1.1,0.9,-8,1,1,-4
CC1(C)NC(=O)N(CC(O)CN(Cc2ccccc2)Cc2ccccc2)C1=O (stereo not drawn),1,-4,1,-10,1.1,1.1,-7,1,1,9

# Part of the list above in order of length of the SMILES, falling.
SMILES,TNAP act hi DEA,TNAP inh hiacc,NF-kB neuron act,TNAP inh no acc,FLuc act counter,bIAP activator,FLuc inhib CS,PMI act satM6P,PMI act,APP 5'UTR act
O=C1c2ccccc2C(=O)C12Cc1ccccc1N1CCN(c3ccccc3)CC12 (stereo not drawn),1,-4,0.82,-7,1,0.9,-4,1.7,1.5,-2
CCOc1ccc(NC(=O)c2cccc3c2C(=O)N(Cc2cccnc2)C3)cc1,1,5,0.78,0,0.8,1,19,0.9,0.9,26
Cc1ccc(C2C(C#N)=C(N)Oc3c2c(=O)n(C)c(=O)n3C)cc1 (stereo not drawn),1,-4,1.3,-3,1.1,1,-11,1.2,1.2,7
COC(=O)Cc1c(O)ccn(CCc2c[nH]c3ccccc23)c1=O,1,-1,1.1,-2,1,1,-1,1.1,1.1,3

# Further entries
SMILES,TNAP act hi DEA,TNAP inh hiacc,NF-kB neuron act,TNAP inh no acc,FLuc act counter,bIAP activator,FLuc inhib CS,PMI act satM6P,PMI act,APP 5'UTR act
O=C(OCC(=O)N1CCN(C(=O)c2ccco2)CC1)c1sc2cc(F)ccc2c1Cl,1.1,-7,1.2,-5,1,1,-3,1.1,1,6
CC(CN1CCCCC1)OC(=O)CCc1ccccc1 (stereo not drawn),1,-3,1.1,-8,1,1,0,1,1.1,5
Cc1cc(C)cc(NC(=O)COC(=O)CCc2ccc(S(=O)(=O)N3CCOCC3)cc2)c1,1.1,-8,1.1,-10,1,1,-4,1,0.9,7
CCOC(=O)c1sc2nc(SCC(=O)N(CC)CC)n(CCCN3CCCC3=O)c(=O)c2c1C,1.1,-6,0.52,-8,1,1,-3,1.2,1.1,3
C=CCNC(=S)NNC(=O)C(CCC(C)C)CC(C)O (stereo not drawn),1,-3,1.1,-205,1.1,1.4,-7,0.9,1,-9
COc1ccc2cc(CN(CC3COCCO3)S(=O)(=O)c3ccc(Cl)cc3)c(=O)[nH]c2c1 (stereo not drawn),1,-3,1.1,-1,1,1,-2,0.9,0.9,-1
CCOC(=O)c1c(C)[nH]c(C)c1C(=O)COC(=O)c1cc(OC)c(OC)cc1OC,1,-2,1.5,-5,1,1.1,-4,1.1,1.1,9
CC(=O)Nc1ccc(N2CCN(Cc3ccccc3F)CC2)cc1,1.1,-7,1.5,-17,1.1,1,-8,0.9,0.9,10
COc1ccc(NC(=S)N2CCCC(c3nc4ccc(C)cc4[nH]3)C2)c(OC)c1 (stereo not drawn),1,0,0.98,-4,0.9,1.1,11,1,1,-5
Cc1ccc(C)c(N(CC(=O)Nc2ccc(-c3nc4ccc(C)cc4s3)cc2)S(C)(=O)=O)c1,1,-1,1.1,-23,1,1.1,0,1,1,48
COCCNC(C(=O)Nc1ccc([N+](=O)[O-])cc1Br)c1ccccc1 (stereo not drawn),1,3,1.1,5,1.1,0.8,-6,1,1,-16
COCCNC(=O)C(NC(=O)C1CCC(C)CC1)C(C)C (stereo not drawn),1,-4,1.1,-14,1.1,1.1,-7,1.1,1.1,-24
CC(=O)C(CC(=O)N1CCCc2ccccc21)C(=O)Nc1ccc(F)cc1 (stereo not drawn),1,2,0.98,-1,1.1,1,-8,1,0.9,-14
O=C(Cc1ccccc1)Nc1nc(=O)c2ccccc2s1,1,-4,1.2,-13,1,1,-2,1.1,1.1,-2
CCn1c(=O)cc(OCC(=O)Nc2ccc(C)cn2)c2ccccc21,1.1,-7,1.2,-8,1.1,1,-7,0.9,1,4
Cc1c(CCOC(=O)c2cc([N+](=O)[O-])cc([N+](=O)[O-])c2)sc[n+]1CC(=O)c1ccccc1,1,4,1.6,48,1,0.8,-4,0.9,1,6
COc1ccc(S(=O)(=O)N2CCN(C3CCN(Cc4ccccc4)CC3)CC2)cc1,1,-4,1.2,-5,1,1,-4,0.9,1,-8
Cc1ccc2nc(NC(=O)C3CC(=O)N(Cc4ccco4)C3)sc2c1 (stereo not drawn),1,-1,1.7,-7,1,1,-3,1.1,1,-10
CC1(C)CC(=O)C=C(NNC(=O)OC(C)(C)C)C1,1,0,1.2,-8,1,1,-1,0.9,1,-6
Cn1c(C(=O)Nc2ccc3c(c2)OCCO3)cc2sccc21,1.1,-9,9.1*,-18,0.2,0.8,81*,1,1.1,152*
Cc1cccnc1CN1CCN(Cc2nc(C(c3ccccc3)c3ccccc3)no2)CC1,1,-4,0.97,-6,1.1,1.1,-8,0.9,0.9,0
CC(C)N1CCc2c(sc(N)c2C#N)C1,1,-4,1.1,-13,1.1,0.9,-10,0.8,1,.
CC(C)CNC(=S)Nc1ccc(S(N)(=O)=O)cc1,1,3,1.3,-2,1.1,1,-6,0.5,1.1,-24
COc1cccc(C(=O)NNC(=O)C2CC(C)=C(C)CC2C(=O)O)c1 (stereo not drawn),1,-3,1.1,-9,1.1,1,-8,1,0.9,7
Cc1c(Cl)cccc1NC(=S)N1CCc2ccccc2C1,1,-2,1,-15,1.1,1,-10,1,1,1

# (further entries)
SMILES,TNAP act hi DEA,TNAP inh hiacc,NF-kB neuron act,TNAP inh no acc,FLuc act counter,bIAP activator,FLuc inhib CS,PMI act satM6P,PMI act,APP 5'UTR act
COc1cccc(/C=N/NC(=O)CC2C(=O)NN=C2C)c1O (stereo not drawn),1,-4,1.1,-110,1,1.4,-1,1.1,1,-16
Nc1ccc(-c2nc3ccc([N+](=O)[O-])cc3[nH]2)cc1,1,3,7.1*,14,1.1,1,-9,1.2,1.1,72
Cc1ccc(S(=O)(=O)NCCc2ccncc2)cc1,1.1,-5,1.4,-11,1.1,0.9,-7,1,0.9,-12
COc1cc(/C=C/C(=O)OCC(=O)N2CCCCCC2)ccc1OCC#N,1,0,0.92,-12,1,1,-4,1.1,1,16
COc1cccc(CNc2ccc(F)c(Cl)c2)c1OC,1,-1,1.2,-16,1.1,0.7,-6,1.1,1,-5
CCc1[nH]c(=O)c(C#N)c2c1CCCC2,1.1,-6,0.89,-9,1,1,-4,1,1,5
Cc1nn(C2CCS(=O)(=O)C2)c(Cl)c1/C=C/C(=O)OCC(=O)Nc1ccccc1OC(F)F (stereo not drawn),1,0,1.1,0,1.1,0.9,-6,1.1,1.1,9

# Looked up by structure from above, three records:
SMILES,TNAP act hi DEA,TNAP inh hiacc,NF-kB neuron act,TNAP inh no acc,FLuc act counter,bIAP activator,FLuc inhib CS,PMI act satM6P,PMI act,APP 5'UTR act
COc1cccc(/C=N/NC(=O)CC2C(=O)NN=C2C)c1O (stereo not drawn),1,-4,1.1,-110,1,1.4,-1,1.1,1,-16
Cc1ccc(S(=O)(=O)NCCc2ccncc2)cc1,1.1,-5,1.4,-11,1.1,0.9,-7,1,0.9,-12
COc1cc(/C=C/C(=O)OCC(=O)N2CCCCCC2)ccc1OCC#N,1,0,0.92,-12,1,1,-4,1.1,1,16

# Rows were taken by chance. About 3.6% of those tested had a hit in this group.
